Bioassay records as filed in PubChem BioAssay.
EWS-Fli inh = inhibitors of EWS/Fli oncoprotein transcriptional activity; A673 NR0B1-luciferase reporter, viability-normalised; inhibition, % at 12.6 µM; 350,000 compounds, 0.67% hits; AID 651661;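 active = mean inhibition of at least 50% after viability correction, with every replicate also passing that limit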;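 note: firefly luciferase signal divided by Alamar Blue viability fluorescence both relative to DMSO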
ERAP1 HTS inh = inhibitors of human ERAP1 aminopeptidase. Q9NZ08. recombinant ERAP1, Leu-AMC fluorescence, 60 min. inhibition, % at 10.7 µM. 340,000 compounds, 0.15% hits;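 active = mean replicate inhibition of at least 30%, or all replicates individually reaching that 30% level; inactive = mean below 30% and not every replicate reaching it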;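 note: 0% = neutral control wells and 100% = L-leucinethiol positive control wells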
Target sequence (Q9NZ08 whole entry, looked up): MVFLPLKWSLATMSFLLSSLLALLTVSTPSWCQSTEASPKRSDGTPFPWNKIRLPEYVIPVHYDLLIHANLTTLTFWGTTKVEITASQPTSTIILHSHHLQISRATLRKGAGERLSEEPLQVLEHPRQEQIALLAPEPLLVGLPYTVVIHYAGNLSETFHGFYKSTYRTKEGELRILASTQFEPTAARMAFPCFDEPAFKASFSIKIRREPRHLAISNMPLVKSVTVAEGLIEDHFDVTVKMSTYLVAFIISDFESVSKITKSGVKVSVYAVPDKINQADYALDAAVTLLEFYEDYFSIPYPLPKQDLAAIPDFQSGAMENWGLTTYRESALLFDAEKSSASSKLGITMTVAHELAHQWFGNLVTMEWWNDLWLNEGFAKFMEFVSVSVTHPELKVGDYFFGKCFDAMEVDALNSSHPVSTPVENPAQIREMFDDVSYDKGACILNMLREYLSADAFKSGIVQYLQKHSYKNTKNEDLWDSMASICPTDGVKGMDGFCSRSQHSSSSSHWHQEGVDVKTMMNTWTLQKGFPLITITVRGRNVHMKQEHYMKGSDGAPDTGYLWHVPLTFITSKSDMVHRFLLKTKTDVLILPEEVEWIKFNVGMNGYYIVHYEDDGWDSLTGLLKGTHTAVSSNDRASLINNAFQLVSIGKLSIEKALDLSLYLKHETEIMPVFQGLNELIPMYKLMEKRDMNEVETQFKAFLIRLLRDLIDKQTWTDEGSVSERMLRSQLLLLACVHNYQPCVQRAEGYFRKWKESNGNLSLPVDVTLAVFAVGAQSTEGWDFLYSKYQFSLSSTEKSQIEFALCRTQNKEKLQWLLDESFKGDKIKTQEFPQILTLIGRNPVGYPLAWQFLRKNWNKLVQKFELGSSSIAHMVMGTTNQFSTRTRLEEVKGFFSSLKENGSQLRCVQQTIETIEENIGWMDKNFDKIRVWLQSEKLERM
LGR2 inh = Drosophila LGR2 receptor signaling inhibition | HEK293 LGR2, CRE-luciferase, bursicon-stimulated, 4 h | inhibition, % at 9.99 µM | 380,000 compounds, 0.35% hits | AID 720647;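 active = drop in luminescence signal, shown as inhibition above about 50% in the replicate tests, limit read from the data, passing the limit was not always enough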;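 note: agonist challenge used bursicon conditioned medium at about half maximal strength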
S100A4 inh HTS = blocks human S100A4 binding to myosin IIA peptide. inhibition, % at 10.7 µM. 360,000 compounds, 0.14% hits. AID 652163. S100A4/TAMRA-MyoIIA peptide fluorescence polarization;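 active = mean inhibition of at least 70% across replicates, with every replicate also reaching that level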
Target sequence (P26447 whole entry, looked up): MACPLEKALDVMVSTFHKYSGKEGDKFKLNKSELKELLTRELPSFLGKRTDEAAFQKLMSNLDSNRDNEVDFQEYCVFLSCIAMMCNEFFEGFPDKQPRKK
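Material: S100A4 monomer protein | Medium: HEPES pH 7.2 with CaCl2, KCl, NaCl, DTT, Triton | Reagent: Labelled myosin peptide probe, 5 nM | Doses: One dose per compound | Times: 5 min incubation before reading | Benchmarks: Neutral control DMSO, positive control TFP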
FN deposition inh = fibronectin deposition inhibition; AH1F fibroblasts, Alexa488-fibronectin deposition fluorescence, overnight; inhibition, % at 12.6 µM; 350,000 compounds, 0.086% hits;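 active = mean inhibition across replicates of 30% or more, regardless of how many single replicates reach that level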;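 note: positive control wells lacked labelled fibronectin entirely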
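Material: AH1F fibroblast monolayer depositing Alexa488-labelled fibronectin into matrix | Input: 10000 AH1F cells/well | Medium: DMEM plus 2% serum, read in PBS | Reagent: Alexa488-fibronectin, 24 nM final in well | Compound dosing: One dose per compound, pinned | Schedule: 1 h adhesion, overnight exposure | Measured by: Fluorescence at 485 nm excitation, 525 nm emission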
PglD inh = inhibitors of Campylobacter jejuni PglD acetyltransferase; purified PglD enzyme, DTNB colorimetric CoA detection; inhibition, % at 12.5 µM; 360,000 compounds, 0.098% hits; in the data active = inhibition above about 16%, passing the limit was not always enough; note: strong numbers were not always called active
PGC1a acetyl inh = lowers PGC1a acetylation signal in U2OS cells; AlphaScreen anti-acetyl-lysine; with virally co-expressed GCN5 acetyltransferase; inhibition, % at 15.6 µM; 350,000 compounds, 0.17% hits; AID 651687;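 active = every replicate shows inhibition of at least 40%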;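 note: 0% = neutral control wells and 100% = positive control wells; some results beyond the cut were filed as inactive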
PAX8 inh HTS = PAX8 transcriptional activity inhibition. RMG-I TPO-luciferase reporter, SteadyGlo, 24 h. inhibition, % at 12.6 µM. 360,000 compounds, 1.2% hits. AID 652154;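 active = mean replicate inhibition at least 60% with every replicate also reaching 60%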;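 note: luciferase light reporting Pax8 driven TPO promoter activity; plate controls were median of neutral control wells for no effect and mitoxantrone controls for full effect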
An asterisk follows results filed as active; nt = not tested or not shown.

Screens in order: S100A4 inh HTS | PAX8 inh HTS | LGR2 inh | EWS-Fli inh | FN deposition inh | PGC1a acetyl inh | PglD inh | ERAP1 HTS inh
> COc1cc(CN2CCc3ccccc3C2)cc([N+](=O)[O-])c1O
 : 3 | -12 | -1 | 15 | 0 | -6 | 5 | -1
> CCN(C(=O)COC(=O)c1cc([N+](=O)[O-])ccc1N1CCOCC1)C1CCS(=O)(=O)C1 (stereo unspecified)
 : -4 | -101 | -14 | 5 | -5 | nt | -3 | 5
> O=C(NCCO)N1c2ccccc2Sc2ccccc21
 : -5 | -16 | -7 | -2 | 15 | nt | 2 | 4
> CC1CCCC1/C(=N/O)c1ccccc1 (stereo unspecified)
 : -8 | 6 | -1 | 7 | -3 | -12 | 1 | 0
> O=C(CSc1ccccc1F)NC(=O)NC1CCCC1
 : 1 | -46 | -21 | -13 | nt | 5 | 2 | -7
> CCN=C1SC(C(=O)NCCc2ccccc2)CC(=O)N1CC (stereo unspecified)
 : nt | 8 | nt | nt | 3 | -20 | 0 | nt
> O=C(CC(c1ccccc1)c1ccccc1)N1CCN(c2ccccn2)CC1
 : 0 | 10 | 18 | 4 | 4 | -3 | -1 | 5
> C=CCN(Cc1cc(OC)ccc1OC)C(=O)c1cc2ccc(OC)cc2[nH]1
 : 2 | 29 | -7 | -7 | 7 | 2 | 3 | -4
> COC(=O)c1cc2c(c3c4cc(F)ccc4n(S(=O)(=O)c4ccccc4)c13)C(=O)N(Cc1ccccc1OC)C2
 : -14 | -6 | 10 | 26 | 8 | nt | nt | -5
> CCOC(=O)c1cncc(C#CCO)c1
 : 1 | 6 | 6 | -1 | 14 | nt | nt | 3
> O=C(Nc1ccnn1C1CCN(C(=O)c2cccc(C(F)(F)F)c2)CC1)C1CC1
 : -4 | 2 | -6 | -7 | 7 | -1 | 4 | 0
> S=C(NCC1CCCO1)Nc1ccc(Nc2ccccc2)cc1 (stereo unspecified)
 : 12 | 1 | -9 | -6 | nt | -12 | nt | -5
> COc1ccccc1CN(CC(=O)NCc1ccc(F)cc1)C(=O)c1csnn1
 : -2 | 1 | -20 | 4 | 2 | nt | -2 | -2
> O=C(CN1CCC(n2nnc3cc(C(F)(F)F)ccc32)CC1)Nc1ccc2c(c1)OCCO2
 : nt | 12 | nt | nt | 12 | -5 | -2 | nt
> C[C@@H]1CN([C@H](C)CO)C(=O)c2cc(-c3ccncc3)cnc2O[C@@H]1CN(C)C(=O)Cc1cccnc1
 : 12 | -12 | 11 | -6 | nt | 1 | 0 | 1
> O=C(Cn1nc(-c2nn(CC(=O)c3ccccc3)c3[n+]2CCCCC3)[n+]2c1CCCCC2)c1ccccc1
 : 1 | 2 | 5 | 20 | -7 | 2 | -3 | 5
> COc1ccc(CNCc2c(F)cccc2F)cc1OC
 : -1 | -22 | 9 | 7 | 3 | -21 | -7 | -2
> C/C(N)=C(/C#N)C(=O)CSc1ccccc1F
 : -2 | -129 | -85 | -86 | -16 | -5 | nt | -4
> COCCNc1nc(NCc2cccs2)nc2ccsc12
 : 5 | -9 | -30 | 6 | -8 | nt | 0 | -2
> O=C(Nc1ccc(F)cc1)Nc1ccc(N2CCCC2)c(S(=O)(=O)Nc2ccccc2Cl)c1
 : 4 | 88* | nt | 9 | 0 | nt | nt | 8
> O=C(N[C@H]1CC[C@H](CCNS(=O)(=O)c2ccc(F)cc2)O[C@@H]1CO)C1CCCC1
 : 10 | 15 | 10 | 3 | nt | 6 | 1 | -1
> COC(=O)c1c(-c2ccc(C)cc2)csc1NC(=S)NC(=O)c1cc(OC)cc(OC)c1
 : nt | 7 | 7 | nt | -4 | -2 | 2 | nt
> O=c1[nH]cc(S(=O)(=O)N2CCN(c3cccc(Cl)c3)CC2)c(=O)[nH]1
 : -5 | nt | 15 | 1 | 0 | nt | nt | 3
> COc1ccc(NC(=O)NC2(C(=O)N3CCN4CCCC4C3)CCCCC2)cc1 (stereo unspecified)
 : 3 | -20 | 6 | -12 | 1 | 3 | 0 | -26
> CC(=O)NCC(=O)NC1CC(C)(C)Cc2c1cnn2-c1ccccc1 (stereo unspecified)
 : -5 | -8 | -1 | 15 | 4 | 6 | 3 | -3
> Cc1onc(-c2ccccc2)c1C(=O)NCc1ccc(F)cc1
 : -9 | -2 | 12 | 15 | 1 | nt | nt | -1
> Cc1cccc(C)c1NC(=O)Nc1ccc(S(N)(=O)=O)cc1
 : -7 | -10 | -1 | -6 | -1 | nt | -3 | -3
> CN1c2ccc(Br)cc2[C@H]2[C@H](CCN2C(=O)Nc2cccc(F)c2)[C@@H]1CO
 : nt | 16 | 17 | -23 | -13 | 14 | -2 | nt
> CCOC(=O)C1=C(C)N(C)C(=O)NC1c1c(OC)ccc2ccccc12 (stereo unspecified)
 : -2 | 19 | 12 | 12 | -4 | 11 | 3 | -1
> CCCNC(=O)CSc1nccn1Cc1ccco1
 : -2 | -25 | -6 | -12 | 8 | 2 | nt | 2
> N#Cc1c(/N=C/c2ccc(-c3ccc(C(=O)O)c(Cl)c3)o2)sc2c1CCCC2
 : 5 | -13 | -19 | 6 | 4 | -4 | -5 | -53
> Cc1noc(C)c1NC(=O)Nc1cccc2c1O[C@H](CN(C)Cc1ccc(C(=O)O)cc1)[C@@H](C)CN([C@H](C)CO)C2=O
 : -42 | nt | 25 | -14 | nt | 9 | 1 | -1
> O=C1CCC(=O)N1c1ccc(NCc2ccccc2Cl)c([N+](=O)[O-])c1
 : nt | -2 | -17 | nt | 5 | nt | 0 | nt
> Cc1ccc(CNC(=O)C(=O)NCCC2CCCCN2S(=O)(=O)c2ccc(C)cc2)cc1 (stereo unspecified)
 : -6 | 17 | 16 | 4 | 4 | -4 | -2 | 1
> COCC(=O)Nc1ccc(OC)c(Cl)c1
 : 0 | 12 | 28 | -8 | 3 | -5 | -6 | 1
> CCCCN(CC)CCNC(=O)C1CCCN(S(=O)(=O)c2cccc3nsnc23)C1 (stereo unspecified)
 : -4 | -12 | 1 | nt | 0 | nt | -2 | -1
> COc1cccc(C(=O)N(C)C(C)c2nc3ccccc3s2)c1 (stereo unspecified)
 : 0 | 6 | 12 | 0 | 2 | -16 | -4 | -1
> CCC1CCCCN1CCCNC(=O)c1ccc2c(=O)n(Cc3ccc(OC)cc3)c(=O)[nH]c2c1 (stereo unspecified)
 : nt | -1 | nt | nt | 8 | 0 | -1 | nt
> O=c1[nH]nc(SCCS(=O)(=O)c2ccc(F)cc2)n1-c1ccc2c(c1)OCCO2
 : 33 | 8 | 9 | 0 | 5 | -12 | 6 | -5
> O=C(NC1CCCC1)C1CC(=O)N(c2ccc(F)c(Cl)c2)C1 (stereo unspecified)
 : -1 | -7 | 2 | nt | 9 | -1 | 3 | 1
> O=C(C[C@@H]1C[C@@H]2c3cc(NS(=O)(=O)c4ccc(F)cc4)ccc3O[C@@H]2[C@@H](CO)O1)NCc1cccnc1
 : -18 | -29 | -9 | -4 | 1 | 1 | -4 | 1
> COCC(=O)N1[C@H](C#N)[C@H](c2ccc(C#Cc3ccccc3F)cc2)[C@H]1CO
 : -10 | -4 | 49 | 35 | -2 | -11 | 2 | 0
> O=C(O)C1CCCCC1C(=O)NCc1cn2ccccc2n1 (stereo unspecified)
 : -1 | -2 | 4 | -14 | -9 | nt | 5 | 5
> COc1ccc(S(=O)(=O)N[C@@H]2CC[C@H](CC(=O)N3CCC(Cc4ccccc4)CC3)O[C@H]2CO)cc1
 : 0 | nt | -15 | nt | nt | -4 | 3 | -3
> COc1cccc(NC(=O)N[C@@H]2CC[C@H](CC(=O)Nc3ccccc3)O[C@@H]2CO)c1
 : -3 | -9 | -10 | -2 | 0 | 5 | 3 | 1
> Cc1noc(C)c1NC(=O)Nc1cccc2c1O[C@H](CN(C)Cc1ccc(Cl)c(Cl)c1)[C@@H](C)CN([C@@H](C)CO)C2=O
 : -10 | 18 | 6 | -5 | 9 | -4 | -2 | -3
> CCC(=O)Nc1cc(-c2nn(C)c(=O)c3ccccc23)ccc1N1CCCCC1
 : nt | 16 | nt | nt | -2 | -24 | -2 | nt
> CC1CCCCN1CC(=O)Nc1ccc(N2CCCCCC2)cc1 (stereo unspecified)
 : -2 | -11 | 17 | 0 | -2 | -7 | nt | 1
> CCOc1cccc2cc(C(=O)NCc3ccc(OC)cc3)c(=N)oc12
 : 1 | nt | 6 | 2 | 3 | 12 | -4 | -4
> CCN1C(=O)[C@H]2[C@@H](c3ccc(C(F)(F)F)cc3)N[C@]3(CCCN(Cc4cccn4C)C3=O)[C@H]2C1=O
 : 0 | 13 | 14 | 9 | -10 | 9 | 3 | 0
> CC(NC(=O)C1CCCN(S(=O)(=O)c2ccc(-n3cnnn3)cc2)C1)c1ccc(F)cc1 (stereo unspecified)
 : -1 | 14 | -30 | 14 | 3 | 3 | 1 | 2
> CSc1ncc(CN2CCN(C3CCCCC3)C(CCO)C2)cn1 (stereo unspecified)
 : -4 | 5 | -29 | 2 | 0 | nt | nt | 3
> COc1ccc2cc3c(N)nn(C(=O)C4CCC(C(C)(C)C)CC4)c3nc2c1 (stereo unspecified)
 : 5 | -13 | 12 | -6 | -2 | 39 | 1 | nt
> CC(C)(C)NC(=O)c1ccc(NC(=O)CSc2ccccc2)cc1
 : -4 | -4 | -4 | -10 | 0 | 8 | nt | 5
> COc1ccccc1N(Cc1ccccc1)S(=O)(=O)c1cccc(C(=O)NC2CC(C)(C)NC(C)(C)C2)c1
 : 2 | 24 | 23 | 20 | 7 | nt | nt | 7
> C[C@H](O)C#Cc1ccc([C@H]2[C@@H](CO)N3CCCCN(C(=O)c4cccc(F)c4)C[C@@H]23)cc1
 : 11 | 20 | -7 | -5 | nt | 8 | 0 | -3
> Cn1cnc(S(=O)(=O)N2C[C@H](O)COC[C@@H]3O[C@H](CC(=O)NC4Cc5ccccc5C4)CC[C@H]32)c1
 : 2 | -5 | 0 | -8 | -6 | -10 | 0 | -3
> C[C@@H]1CCCCO[C@H](CN(C)CC2CCCCC2)[C@H](C)CN([C@H](C)CO)C(=O)c2cc(NC(=O)NC3CCCCC3)ccc2O1
 : nt | 42 | 0 | -7 | 11 | 7 | 1 | nt
> Cc1noc(C)c1NC(=O)N(C)C[C@H]1Oc2cc(C#CCC(C)C)ccc2S(=O)(=O)N([C@@H](C)CO)C[C@H]1C
 : 0 | 2 | -1 | 0 | nt | -1 | 4 | 0
> COC(=O)/C=C1\SC(=NC(=O)c2ccc(OC)cc2)NC1=O
 : 0 | 1 | 12 | 13 | -8 | nt | -4 | -2

Next part
Screens in order: S100A4 inh HTS | PAX8 inh HTS | LGR2 inh | EWS-Fli inh | FN deposition inh | PGC1a acetyl inh | PglD inh | ERAP1 HTS inh
> O=C(CSc1ncnc2c1oc1ccccc12)NCc1ccc(F)cc1
 : -16 | -7 | -4 | 0 | -5 | 1 | -3 | -1
> CCc1ccccc1-n1c(-c2ccncc2)n[nH]c1=S
 : 1 | nt | -22 | 6 | nt | 11 | nt | 4
> CC(=O)Nc1ccc(-c2ccnc3c2CC(C)(C(=O)NC(C)C)O3)cc1 (stereo unspecified)
 : -1 | -19 | -4 | -6 | -6 | nt | -9 | -3
> CCN(C(=O)COC(=O)c1ccc(Br)o1)C1CCCCC1
 : -17 | 8 | 4 | 1 | -6 | 13 | 11 | 1

Only PglD inh, for 2 of the compounds above:
Structure | PglD inh
CC(=O)Nc1ccc(-c2ccnc3c2CC(C)(C(=O)NC(C)C)O3)cc1 (stereo unspecified) | -9
CCN(C(=O)COC(=O)c1ccc(Br)o1)C1CCCCC1 | 11
